HepG2 viability: kills HepG2 cells in TGF-b inhibitor counter-screen; Potency, µM (highest dose often 46.1 µM), inactives show top-dose activity change, negative = cytotoxicity, actives largely listed as cytotoxic; HepG2 CAGA-GFP viability, ATP luminescence, 18 h; 0.76% of 410,000 active; AID 588856; note: potency is the fitted concentration of half-maximal effect; some results filed as inactive show a strong effect at the top dose
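HepG2 CAGA-GFP cells (1000/well, DMEM with 1% FBS) received compound, then TGF-beta at 500 pg/mL final, and were incubated 18 hours at 37 degrees C. Viability was read by CellTiter-Glo luminescence. Media-only wells were set as complete cell-killing and DMSO as no toxicity.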
EPAC2 agonist: activates human EPAC2 exchange factor | Potency, µM (series often up to 154 µM), for the others: at the top dose activation, hits mostly activators | 0.079% of 360,000 active | Q8WZA2 | EPAC2 activation, biochemical qHTS; response scale: 100% = 6.5 mM cAMP response | AID 720711; note: potency is the fitted concentration of half-maximal effect; nearly all actives have a fitted effect of over 50% in size
Target sequence (Q8WZA2 whole entry, looked up): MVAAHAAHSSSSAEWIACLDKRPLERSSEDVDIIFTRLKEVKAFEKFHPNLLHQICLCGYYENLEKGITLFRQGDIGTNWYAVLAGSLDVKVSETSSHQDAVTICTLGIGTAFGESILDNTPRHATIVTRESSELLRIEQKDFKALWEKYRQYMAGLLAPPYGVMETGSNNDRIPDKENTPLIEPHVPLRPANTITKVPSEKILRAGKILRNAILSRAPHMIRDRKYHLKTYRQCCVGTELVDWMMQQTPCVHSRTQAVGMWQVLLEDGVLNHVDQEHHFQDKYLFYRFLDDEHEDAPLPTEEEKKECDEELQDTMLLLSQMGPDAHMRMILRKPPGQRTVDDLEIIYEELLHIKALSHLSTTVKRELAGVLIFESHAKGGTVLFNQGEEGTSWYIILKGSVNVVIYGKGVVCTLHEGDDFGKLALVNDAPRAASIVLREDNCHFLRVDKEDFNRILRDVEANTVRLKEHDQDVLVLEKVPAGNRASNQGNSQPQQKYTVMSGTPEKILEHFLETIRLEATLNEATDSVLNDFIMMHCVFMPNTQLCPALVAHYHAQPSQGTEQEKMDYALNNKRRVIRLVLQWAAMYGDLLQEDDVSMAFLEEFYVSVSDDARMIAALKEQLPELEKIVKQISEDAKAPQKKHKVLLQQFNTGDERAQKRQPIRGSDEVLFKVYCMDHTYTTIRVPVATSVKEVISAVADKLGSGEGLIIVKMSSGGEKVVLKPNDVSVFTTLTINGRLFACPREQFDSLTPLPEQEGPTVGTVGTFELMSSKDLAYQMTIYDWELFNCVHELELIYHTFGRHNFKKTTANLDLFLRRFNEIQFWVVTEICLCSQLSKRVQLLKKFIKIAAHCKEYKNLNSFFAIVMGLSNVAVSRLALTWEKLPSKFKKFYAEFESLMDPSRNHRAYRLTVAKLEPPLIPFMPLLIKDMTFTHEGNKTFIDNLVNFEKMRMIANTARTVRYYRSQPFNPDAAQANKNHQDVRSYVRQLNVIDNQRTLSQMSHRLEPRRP
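Each well held 100 nM EPAC2, 250 nM RAP1B-BODIPY-GDP and 50 uM GDP. Fluorescence, read at 5-min intervals to 30 min, was referenced to a 6.5 mM cAMP positive control.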
A549 viability: A549 cytotoxicity, counter-screen for Nrf2 inhibitors | Potency, µM (titrated, usually from 46 µM), for the others: at the top dose activity change, negative = cytotoxicity, most hits filed as inhibitors | 0.16% of 390,000 active | A549 ARE-Fluc cells, CellTiter-Fluor viability, 18-24 h; note: potency is the fitted concentration of half-maximal effect; % is set by controls: 0 for no effect and ±100 for the full control effect
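A549 ARE_Fluc cells in 5% FBS OPTI-MEM were exposed to compounds in concentration-response for 18-24 h at 37 deg C. Viability was read by CellTiter-Fluor fluorescence (Ex 405/Em 525) after 30 min, before the luciferase read.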
IL2 activator: activates IL-2 in a cell-based reporter assay; activation, % (series mostly up to about 46 µM); 0.065% of 360,000 active; IL-2 activation reporter assay, cell-based qHTS; stimulated with anti-CD3/CD4/CD28 beads; in transgenic mouse T cells; in the data active = activation above about 50%; inconclusive = mostly about 30% to 49%; note: 0% is about no effect
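Using fluorescent plate cytometry, EGFP and DsRed are detected in transgenic mouse T cells stimulated 18 h at 37 degrees C with antibody-coated beads after 60 min compound pretreatment.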
TGFb inhibitor: TGF-b pathway inhibition. HepG2 CAGA-GFP TGF-b/SMAD3 reporter, GFP fluorescence, 18 h; TGF-beta stimulated, 500 pg/mL final. Potency, µM (series often up to 46.1 µM), for the others: at the top dose activity, negative = inhibition, most hits filed as inhibitors. 1.2% of 410,000 active; note: potency is the fitted concentration of half-maximal effect; % is set by controls: 0 for no effect and ±100 for the full control effect; nearly all actives have a fitted effect of over 65% in size
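Read-out: total well GFP (ex488/em500-530) summed from mean per-cell fluorescence. Cells: HEPG2 CAGA-GFP, 1% FBS DMEM, 18 h at 37 degrees C with 500 pg/mL final TGF-beta. Unstimulated wells served as the full-inhibition control; stimulated DMSO wells = 0%.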
Nrf2 block: inhibitors of Nrf2 signaling. A549 ARE-Fluc reporter, luciferase luminescence, 18-24 h. Potency, µM (top dose mostly 46 µM), without a hit: top-dose activity change, negative = inhibition, hits mostly inhibitors. 2.1% of 360,000 active. AID 504444; note: potency is the fitted concentration of half-maximal effect; % is set by controls: 0 for no effect and ±100 for the full control effect; nearly all actives have a fitted effect of over 60% in size
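Two sequential reads on A549 ARE_Fluc cells exposed to compound for 18-24 h: a CellTiter-Fluor fluorescence read for viability, then a luciferase luminescence read for Nrf2/ARE activity.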
S2 tox: cell viability loss in ATXN counter-screen; S2 cells (HEK-293 line with an ATXN2-luciferase reporter) viability, CellTiter-Fluor protease fluorescence, 24 h; 0.49% of 400,000 active; Potency, µM (top dose mostly 56.7 µM), actives largely listed as cytotoxic; AID 651635; note: potency is the fitted concentration of half-maximal effect; nearly all actives have a fitted effect of over 40% in size
ATXN2 expr inh: ATXN2 expression inhibition | AID 1745845 | Potency, µM (highest dose often 57 µM), inactives show top-dose activity change, negative = inhibition, hits mostly inhibitors | 0.72% of 360,000 active | HEK-293 ATXN2-luciferase reporter, luminescence, 24 h; note: potency is the fitted concentration of half-maximal effect; % is set by controls: 0 for no effect and ±100 for the full control effect; nearly all actives have a fitted effect of over 55% in size
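qHTS (up to 57 uM final) was run with 24 h compound exposure of reporter cells at 37 °C. Each well was multiplexed: SteadyGlo luminescence measured ATXN2-luciferase expression after a fluorogenic Gly-Phe-AFC viability readout (25 uM final).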
Nrf2 activator: Nrf2 pathway activation. AREc32 ARE-luciferase reporter (MCF7-derived line), luminescence, 24 h. Potency, µM (titrated, usually from 46.1 µM), inactives show at the top dose activation, most hits filed as activators. 0.31% of 410,000 active. AID 624171; note: potency is the fitted concentration of half-maximal effect; % of control where 0% means no effect; nearly all actives have a fitted effect of over 65% in size
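ARE activation measured as luciferase luminescence (Steady-Glo, 30 min RT) in AREc32_Fluc cells after 24 hr compound exposure at 37 deg C, 5% CO2; cells seeded overnight at 1000/well in OPTI-MEM, 5% FBS.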
* hit, by the source's call; i = inactive; ? = inconclusive; . = not tested or not shown; [ ] = another dose, or the depositor's remark. Unless noted, calls come from the whole dose curve; as a rule, active = well fitted curve in the direction sought with a large enough effect; inconclusive = small, poorly fitted or top-dose-only effect, or another doubt; inactive = no such curve, though single readings can be large; an effect the other way counts as inactive or inconclusive.

1	COc1cc(NC(=O)c2cccs2)ccc1NC(=O)c1ccccc1Cl
2	O=C(O)/C=C/C(=O)Nc1ccc(Cl)c(C(=O)O)c1
3	CN(c1ccc(C(=O)N2CCCCC2)cc1)S(=O)(=O)c1cccs1
4	O=C(NC(=S)NCCc1ccccc1)c1ccccc1F
5	CCNC(=O)N1CCC(c2nc3ccccc3s2)CC1

entry no.,1,2,3,4,5
HepG2 viability,7%,1%,-17%,-12%,-7%
EPAC2 agonist,18%,8%,9%,5%,8%
A549 viability,-12%,-1%,2%,5%,13%
IL2 activator,0.9,-1.8,-0.4,-3.2,-0.6
TGFb inhibitor,11%,8%,-1%,6%,-6%
Nrf2 block,?,?,?,?,33%
S2 tox,?,i,i,i,i
ATXN2 expr inh,-23%,6%,-22%,52%[activator],15%
Nrf2 activator,2.5%,-1.0%,-0.2%,9.7%,0.7%

6	CCOc1ccc(C(=O)NCC(c2ccco2)S(=O)(=O)c2ccc(C)cc2)cc1 (configuration not stated)
7	CC(=O)c1cccc(NC(=O)c2ccc([N+](=O)[O-])o2)c1
8	Cc1nn(Cc2ccccc2)c(Cl)c1C(=O)OC(C)C#N (configuration not stated)
9	Cc1cccc(C)c1NC1=NC(=S)N(c2ccc(C(=O)O)cc2)C12CCCCC2
10	CCOC(=O)CNC(=O)Cn1cnc2c(nnn2-c2ccc(F)cc2)c1=O

entry no.,6,7,8,9,10
HepG2 viability,-20%,-90%,4%,-6%,4%
EPAC2 agonist,.,6%,2%,-8%,1%
A549 viability,-1%,-7%,8%,1%,0%
IL2 activator,.,0.5,-2.7,-0.9,-0.9
TGFb inhibitor,-2%,?,0%,9%,3%
Nrf2 block,.,?,-17%,-14%,.
S2 tox,.,?,i,i,i
ATXN2 expr inh,.,-18%,18%,1%,9%
Nrf2 activator,5.0%,?,-0.4%,2.5%,0.1%

11	CCOC(=O)c1sc(C)c(C(=O)NCCCN2CCOCC2)c1N
12	CCOc1ccccc1NC(=O)N1CCCC1C(=O)Nc1nnc(CC)s1 (configuration not stated)
13	CCOc1ccc2nc(NC(=O)C3CCCN(S(=O)(=O)c4cccc5nonc45)C3)sc2c1 (configuration not stated)
14	OCCN1CCN(CCO)C1=S
15	COc1cccc(NC2=NCC(=O)N2Cc2cccs2)c1

entry no.,11,12,13,14,15
HepG2 viability,6%,-9%,-5%,4%,2%
EPAC2 agonist,-6%,3%,4%,0%,-11%
A549 viability,2%,0%,-18%,-3%,-1%
IL2 activator,5.2,-3.0,-1.4,0.5,-0.2
TGFb inhibitor,-17%,?,-10%,-2%,-12%
Nrf2 block,-1%,13%,?,-4%,17%
S2 tox,i,i,i,i,i
ATXN2 expr inh,-6%,-6%,-6%,3%,0%
Nrf2 activator,0.2%,0.0%,-0.5%,-0.2%,2.0%

16	CC[C@]12c3[nH]c4ccc(Cl)cc4c3CCN1C(=O)[C@@H](CC(=O)NCCN1CCOCC1)C[C@@H]2C(=O)N1CCN(C(=O)c2ccco2)CC1
17	COc1ccccc1-n1cc(-c2ccc(C)cc2)nc1S(=O)(=O)CC(=O)Nc1ccccc1C(F)(F)F
18	C=CCn1c(-c2cccc(OC)c2)nc2nc3ccccc3nc21
19	COc1cc(Cl)c(C)cc1NC(=O)CSc1ncc(S(=O)(=O)c2ccc(C(C)(C)C)cc2)c(=O)[nH]1
20	CC(C)Oc1cccc(NC(=O)C2(C)CCN2C(=O)C(C)C)c1 (configuration not stated)

entry no.,16,17,18,19,20
HepG2 viability,-2%,-3%,-17%,-110%,1%
EPAC2 agonist,-1%,.,9%,.,18%
A549 viability,-2%,6%,-2%,1%,.
IL2 activator,-0.2,.,1.9,.,0.4
TGFb inhibitor,1%,?,-1%,?,-1%
Nrf2 block,6%,10%[9.27 µM],18%,14%,.
S2 tox,i,?,.,.,i
ATXN2 expr inh,4%,-15%,.,.,9%
Nrf2 activator,-0.6%,6.8%,2.2%,-0.2%,-1.0%

21	CCn1c(SCC(=O)N2CCOCC2)nnc1-c1ccco1
22	COc1ccc(N2CC(NC(=O)c3ccc(Br)o3)CC2=O)cc1 (configuration not stated)
23	CCCOc1ccc(CNC(=O)C2CCN(C(=O)N3CCOc4ccccc43)CC2)cc1
24	COc1ccc(-c2nc3n(n2)C(c2ccc(OC)cc2)C(C(=O)Nc2cccnc2)=C(C)N3)cc1 (configuration not stated)
25	CCC(=O)N1CCN(c2nc(-c3ccc(Cl)cc3)cs2)CC1

entry no.,21,22,23,24,25
HepG2 viability,-5%,-15%,-20%,2%,2%
EPAC2 agonist,5%,.,11%,.,0%
A549 viability,-1%,0%,23%,-11%,-7%
IL2 activator,0.5,.,-2.1,.,1.5
TGFb inhibitor,-4%,-17%,-13%,0%,-3%
Nrf2 block,?,.,-26%,-6%,?
S2 tox,i,.,i,i,i
ATXN2 expr inh,-8%,.,-7%,-7%,?
Nrf2 activator,0.2%,-0.6%,0.6%,-0.6%,2.9%

26	O=C1[C@@H](c2ccccc2)CC[C@@H]2C=CC[C@H]3CCN1[C@@H]32
27	COc1ccc(Cn2c(/C=C/c3ccccc3)nc3ccccc32)cc1
28	O=C(COC(=O)CCc1ccccc1)NCc1ccc2c(c1)OCO2
29	Cc1ccc(NC(=O)CCC(=O)NNC(=S)Nc2ccc(F)cc2F)cc1C
30	CC(C)NC(=O)CC1C(=O)N(Cc2ccccc2)C(C)c2nc3ccccc3n21 (configuration not stated)

entry no.,26,27,28,29,30
HepG2 viability,.,-60%,12%,-14%,1%
EPAC2 agonist,4%,13%,2%,-6%,0%
A549 viability,.,-8%,1%,0%,-2%
IL2 activator,-0.1,-0.3,1.6,-3.6,-0.9
TGFb inhibitor,.,?,-4%,4%,0%
Nrf2 block,.,?,28%,-10%,-5%
S2 tox,i,i,i,i,i
ATXN2 expr inh,-2%,99%[activator],12%,-1%,-8%
Nrf2 activator,-0.1%,5.0%,-0.6%,-0.3%,0.8%

Seven compounds out of the list, arranged by number of heavy atoms, falling.
23	CCCOc1ccc(CNC(=O)C2CCN(C(=O)N3CCOc4ccccc43)CC2)cc1
29	Cc1ccc(NC(=O)CCC(=O)NNC(=S)Nc2ccc(F)cc2F)cc1C
27	COc1ccc(Cn2c(/C=C/c3ccccc3)nc3ccccc32)cc1
28	O=C(COC(=O)CCc1ccccc1)NCc1ccc2c(c1)OCO2
22	COc1ccc(N2CC(NC(=O)c3ccc(Br)o3)CC2=O)cc1 (configuration not stated)
25	CCC(=O)N1CCN(c2nc(-c3ccc(Cl)cc3)cs2)CC1
26	O=C1[C@@H](c2ccccc2)CC[C@@H]2C=CC[C@H]3CCN1[C@@H]32

entry no.,23,29,27,28,22,25,26
HepG2 viability,-20%,-14%,-60%,12%,-15%,2%,.
EPAC2 agonist,11%,-6%,13%,2%,.,0%,4%
A549 viability,23%,0%,-8%,1%,0%,-7%,.
IL2 activator,-2.1,-3.6,-0.3,1.6,.,1.5,-0.1
TGFb inhibitor,-13%,4%,?,-4%,-17%,-3%,.
Nrf2 block,-26%,-10%,?,28%,.,?,.
S2 tox,i,i,i,i,.,i,i
ATXN2 expr inh,-7%,-1%,99%[activator],12%,.,?,-2%
Nrf2 activator,0.6%,-0.3%,5.0%,-0.6%,-0.6%,2.9%,-0.1%

(more compounds)
31	Cc1ccc(C(=O)NCC(=O)OCC(=O)c2ccc3ccccc3c2)cc1
32	CCn1c(SCC(=O)NC2CCCCC2)nc2c(c1=O)SC(C)C2 (configuration not stated)
33	CCn1nc(NC(=O)c2ccccn2)c2cc3cccc(C)c3nc21
34	COc1ccc(/C=N/NC(=O)CC(=O)N/N=C/c2ccc(OC)cc2)cc1
35	COc1ccc(N(C(C)C(=O)NCc2ccco2)S(C)(=O)=O)cc1 (configuration not stated)

entry no.,31,32,33,34,35
HepG2 viability,-2%,1%,-12%,-1%,8%
EPAC2 agonist,.,-1%,-29%,-4%,-4%
A549 viability,21%,-4%,-3%,10%,-1%
IL2 activator,.,-2.7,1.5,-3.2,0.2
TGFb inhibitor,-3%,-1%,24%,-6%,3%
Nrf2 block,5%,-7%,?,-5%,12%
S2 tox,.,i,i,i,i
ATXN2 expr inh,.,-12%,-4%,-5%,-5%
Nrf2 activator,.,0.2%,0.6%,1.8%,-0.1%

36	C/C(=N\NC(=O)c1nnn(-c2nonc2N)c1CSc1ccccc1)c1ccco1
37	COC(=O)c1ccc(C(=O)OC)c(NC(=O)CSc2nnc(-c3ccccc3Cl)o2)c1
38	CCc1ccc(S(=O)(=O)Nc2cccc(-c3ccc4nnc(C)n4n3)c2)s1
39	O=C(O)CNC(=O)/C(=C/c1cccc([N+](=O)[O-])c1)NC(=O)c1ccco1
40	CCc1ccccc1N(CC(=O)N1CCCCCC1)S(C)(=O)=O

entry no.,36,37,38,39,40
HepG2 viability,2%,-4%,-21%,19%,-2%
EPAC2 agonist,10%,-3%,-4%,5%,3%
A549 viability,-3%,-3%,0%,2%,-11%
IL2 activator,0.4,0.4,1.0,-0.8,0.9
TGFb inhibitor,-2%,0%,14%,4%,-10%
Nrf2 block,4%,8%,?,5%,1%
S2 tox,i,i,i,i,i
ATXN2 expr inh,.,1%,4%,-17%,0%
Nrf2 activator,8.3%,2.5%,0.2%,9.1%,0.3%[9.22 µM]

As entered above:
In A549 viability, C/C(=N\NC(=O)c1nnn(-c2nonc2N)c1CSc1ccccc1)c1ccco1 is entered as -3%
In TGFb inhibitor, CCc1ccccc1N(CC(=O)N1CCCCCC1)S(C)(=O)=O is entered as -10%
In TGFb inhibitor, CCc1ccc(S(=O)(=O)Nc2cccc(-c3ccc4nnc(C)n4n3)c2)s1 is entered as 14%
In EPAC2 agonist, O=C(O)CNC(=O)/C(=C/c1cccc([N+](=O)[O-])c1)NC(=O)c1ccco1 is entered as 5%
In Nrf2 activator, COC(=O)c1ccc(C(=O)OC)c(NC(=O)CSc2nnc(-c3ccccc3Cl)o2)c1 is entered as 2.5%

High-throughput results deposited in PubChem by National Center for Advancing Translational Sciences (NCATS).
